KB-V1 MDR tox: qHTS assay for MDR1-selective chemotherapeutics: Primary screen using the drug-selected MDR subline cells KB-V1; AID 1347076, 2019; 400,000 compounds, 3.4% hits; Potency, µM (doses to about 46.1 µM), for inactives: top-dose activity change, negative = cytotoxicity, hits mostly cytotoxic; KB-V1 MDR cells viability, CellTiter-Glo, 72 h; further: potency means the concentration at half of the fitted maximal effect; on the % scale 0 is the no-effect control and ±100 the full control effect; nearly all actives have a fitted effect of over 60% in size
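Compound-treated KB-V1 multidrug-resistant cells, 72 h, 37 degrees C; viability by CellTiter-Glo. Fitted qHTS curves give the values.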
GLP-1R inv ag: qHTS of GLP-1 Receptor Inverse Agonists (Inhibition Mode) | Glucagon-like peptide 1 receptor (Homo sapiens), P43220 | HEK293 GLP-1R CRE-luciferase, luminescence, 24 h; GLP-1R form is constitutively active | Potency, µM (series often up to 38.3 µM), for the others: at the top dose activity change, negative = inhibition, most hits filed as inhibitors | 410,000 compounds, 1.6% hits; further: potency means the concentration at half of the fitted maximal effect; on the % scale 0 is the no-effect control and ±100 the full control effect; nearly all actives have a fitted effect of over 55% in size
Target sequence (P43220 whole entry, looked up): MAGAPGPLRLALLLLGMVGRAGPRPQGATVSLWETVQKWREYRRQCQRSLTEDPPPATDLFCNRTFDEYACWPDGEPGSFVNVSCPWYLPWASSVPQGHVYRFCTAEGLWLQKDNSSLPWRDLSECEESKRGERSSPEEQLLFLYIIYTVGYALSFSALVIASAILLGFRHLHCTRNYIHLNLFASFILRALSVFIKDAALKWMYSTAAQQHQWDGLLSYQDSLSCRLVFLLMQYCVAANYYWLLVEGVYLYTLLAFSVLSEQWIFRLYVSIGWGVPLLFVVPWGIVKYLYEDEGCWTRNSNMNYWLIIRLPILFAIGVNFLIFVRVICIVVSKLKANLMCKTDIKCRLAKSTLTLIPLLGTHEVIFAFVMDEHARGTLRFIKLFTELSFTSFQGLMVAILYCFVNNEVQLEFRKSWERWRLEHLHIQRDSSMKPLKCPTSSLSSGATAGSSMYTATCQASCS
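Constitutively active GLP-1R drives a cAMP-responsive luciferase in stably transfected HEK293 cells; test compounds are added after overnight (12 h) attachment and left 24 hr, and signal loss in luminescence marks inhibition.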
DRD3 antagonist: qHTS of D3 Dopamine Receptor Antagonist: qHTS; D3R cells, DiscoveRx beta-arrestin luminescence, antagonist mode; hits give low values; max response, negative = inhibition, %; 360,000 compounds, 2.5% hits; in the data active means max response below about -50%; inconclusive means no clear call, values can overlap the other calls; further: on the % scale 0 is the no-effect control and ±100 the full control effect; mostly tested at two doses, the higher about 12 µM
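Cells plated overnight at 1500 cells/well, then exposed to library compounds with dopamine controls for 90 minutes at 37 degrees C. DiscoveRx reagent added for 30–60 minutes at room temperature; luminescence read, quantitative HTS format.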
PTHR1 agonist: qHTS for PTHR1 Agonists: Primary Screen. HEK293 GP2 PTHR1 cells, GloSensor cAMP luminescence, 1 h. Potency, µM (top dose mostly 115 µM), for the others: at the highest dose activation, most hits filed as activators. 410,000 compounds, 0.075% hits. AID 743266, 2014; further: potency means the concentration at half of the fitted maximal effect; nearly all actives have a fitted effect of over 55% in size; some results filed as inactive show a strong effect at the top dose; inactives centre near -15; many of its hits are not listed in these tables
Target sequence (Q03431 whole entry, looked up): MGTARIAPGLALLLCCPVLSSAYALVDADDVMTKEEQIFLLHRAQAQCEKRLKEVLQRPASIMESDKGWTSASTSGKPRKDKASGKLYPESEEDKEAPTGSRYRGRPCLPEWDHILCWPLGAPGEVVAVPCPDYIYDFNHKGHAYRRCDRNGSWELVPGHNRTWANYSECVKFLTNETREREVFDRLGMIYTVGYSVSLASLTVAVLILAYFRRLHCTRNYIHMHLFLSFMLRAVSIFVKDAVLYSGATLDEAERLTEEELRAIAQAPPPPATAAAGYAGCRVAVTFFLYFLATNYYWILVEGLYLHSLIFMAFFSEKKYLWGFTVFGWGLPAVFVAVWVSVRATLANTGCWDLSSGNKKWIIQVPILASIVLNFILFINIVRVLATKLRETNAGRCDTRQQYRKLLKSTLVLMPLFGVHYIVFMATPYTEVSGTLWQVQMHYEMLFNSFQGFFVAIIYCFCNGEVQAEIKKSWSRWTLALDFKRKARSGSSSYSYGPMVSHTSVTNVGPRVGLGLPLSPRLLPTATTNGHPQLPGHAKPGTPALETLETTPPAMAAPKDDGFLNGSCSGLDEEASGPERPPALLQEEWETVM
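HEK-293-derived GP2 cells expressing PTHR1 and a GloSensor cAMP reporter, 3,000/well, plated overnight, given luciferin plus IBMX (each 0.5 mM as added) for 1 h at 37 °C, then compound for 1 h at 37 °C. Luminescence was read after 15 min at room temperature.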
aSyn rescue: qHTS of alpha-syn Inhibitors. 370,000 compounds, 0.14% hits. Potency, µM (doses to about 46.1 µM), for the others: top-dose growth rescue (activation), actives largely listed as activators. Yeast expressing alpha-synuclein, growth rescue, BacTiter-Glo, 24 h; further: potency means the concentration at half of the fitted maximal effect; % of control where 0% means no effect; nearly all actives have a fitted effect of over 65% in size
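Readout is rescue of growth in alpha-synuclein-expressing yeast, so inhibitors of toxicity appear as activators. Growth after 24 hr at 30 deg C in galactose medium is quantified by luminescence.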
TDP43 rescue: qHTS of TDP-43 Inhibitors. Potency, µM (doses to about 46.1 µM), for inactives: top-dose growth rescue (activation), hits mostly activators. TDP-43 expressing yeast growth rescue, BacTiter-Glo, 24 h. 410,000 compounds, 1.8% hits; further: potency means the concentration at half of the fitted maximal effect; % of control where 0% means no effect; nearly all actives have a fitted effect of over 50% in size
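Growth rescue of TDP-43-toxic yeast measured as ATP luminescence (BacTiter-Glo). Cells grown to mid-log in raffinose, induced in galactose at OD600=0.02, exposed to compound 24 hr at 30 deg C.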
GLP1R ag: qHTS of GLP-1 Receptor Agonists; Glucagon-like peptide 1 receptor (Homo sapiens), P43220; HEK293 GLP-1R CRE-luciferase, luminescence, 4-6 h; cells express a hypersensitive GLP-1R form; Potency, µM (top dose mostly 45.6 µM), for the others: at the top dose activation, most hits filed as activators; 380,000 compounds, 0.007% hits; AID 624172, 2012; further: potency means the concentration at half of the fitted maximal effect; % of control where 0% means no effect
GLP1R cytotox: qHTS of GLP-1 Receptor Inverse Agonists: Cytotox Screen; HEK293 cAMP-luciferase reporter cells, luminescence, 24 h; Potency, µM (series often up to 38.3 µM), without a hit: at the highest dose activity change, negative = inhibition, most hits filed as inhibitors; 410,000 compounds, 0.13% hits;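 further: loss of luciferase light is scored as toxicity; potency means the concentration at half of the fitted maximal effect; on the % scale 0 is the no-effect control and ±100 the full control effect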
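A 23 nL compound transfer followed 12 hours of cell culture at 37 deg C; exposure then lasted 24 hr. Luciferase assay detection reagent was dispensed and plates read for luminescence after a 12 min room-temperature wait.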
DRD3 agonist: qHTS of D3 Dopamine Receptor Agonist: qHTS | D3R DiscoveRx beta-arrestin cells, luminescence, 90 min | D(3) dopamine receptor (Homo sapiens), P35462 | 410,000 compounds, 0.58% hits | max activation, %; in the data active means max activation above about 30%; further: 0% is about no effect; mostly tested at two doses, the higher about 12 µM
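Agonist-mode cell screen: cells plated at 1500/well and incubated overnight at 37 °C, then exposed to library compounds for 90 min at 37 °C. Detection reagent was added for 30–60 min at room temperature, and luminescence was read.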
An asterisk follows results filed as active; i = inactive; u = inconclusive; x = no result given; & = joins results of further samples; [ ] = dose if it differs, or a comment. Unless noted, the call rests on the fitted dose curve; in most records, active means well fitted curve in the direction sought with a large enough effect; inconclusive means small, poorly fitted or top-dose-only effect, or another doubt; inactive means no such curve, though single readings can be large; an effect the other way counts as inactive or inconclusive. This is a subset. The share of hits here may be higher or lower than overall.

SMILES	KB-V1 MDR tox	GLP-1R inv ag	DRD3 antagonist	PTHR1 agonist	aSyn rescue	TDP43 rescue	GLP1R ag	GLP1R cytotox	DRD3 agonist
O=c1c2c(ncn2C2CCCC2)n(Cc2ccccc2)c(=O)n1CCOc1ccccc1	u	u	9	i	-10%	11%	18%	-7%[1.53 µM]	0
NC(=O)c1cc2ccccc2o/c1=N/NC(=O)c1cccs1	2%	14%	1	-20%	4%	3%	0%	-7%	4
CCC(CC)C(=O)Nc1cccc(-c2ccc3nncn3n2)c1	-1%	32%[activator]	9	-1%	0%	11%	21%	1%	6
Cn1c(=O)c2c(nc(CN3CCN(c4ccccc4)CC3)n2Cc2c(F)cccc2Cl)n(C)c1=O	u	0%	0	i	0%	8%	5%	-2%	29
CCOc1ccc(S(=O)(=O)NCCC(=O)OCC(=O)c2ccc[nH]2)cc1	7%	10%	8	-9%	8%	-8%	9%	2%	3
COC(=O)C1(Cc2cc(-c3ccccc3)no2)CCN(C(=O)OC(C)(C)C)CC1	-6%	u	30	-28%	-12%	u	3%	0%	14
COc1ccc(C(=O)Nn2c(CCC(=O)O)ccc2-c2ccc(C)cc2)cc1OC	-1%	1%	-2	i	-2%	2%	-3%	2%	0
O=C(Nc1cccc(S(=O)(=O)NC2=NCCCCC2)c1)c1cc(-c2ccco2)nc2ccccc12	14%	u	61	i	5%	1%	14%	-18%	22
CC(C)Oc1ccc(N2C(=O)c3ccccc3C2=O)cc1	17%	0%	-1	i	8%	-14%	-2%	-4%	1
COC(=O)c1ccc(NC(=O)COc2ccc(S(=O)(=O)NC(C)C)cc2)cc1	-2%	8%	-30	i	11%	-18%	-2%	20%	-20
COc1ccc(C(=O)COC(=O)CCN=C2NS(=O)(=O)c3ccccc32)cc1OC	11%	65%[activator]	3	-7%[57.5 µM]	-1%	17%	2%	-12%	3
CC(c1nnnn1C(C)(C)C)N(Cc1cccnc1)Cc1ccccc1Cl (stereo not given)	-32%	-20%	6	-11%[57.5 µM]	3%	3%	9%	-4%	1
CNc1cncc(-c2cccc(OC)c2F)n1	3%	14%	5	i	3%	28µM*	6%	3%	8
CCN(CC)C(=O)n1cnc(-c2ccccc2)c1-c1ccccc1	21µM*	u	0	-23%	-2%	0%	1%	-6%	4
COc1ccccc1NC(=O)Cn1c(=O)n(-c2ccc(C)cc2)c(=O)c2ccc(C(=O)NCc3ccco3)cc21	-9%	-2%	x	-34%[inhibitor]	x	15%	-1%	0%	4
O=C(CSc1nc2ccccc2c(=O)n1NC(=O)Cc1ccccc1)NCc1ccccc1Cl	3%	0%	21	-18%	1%	11%	-6%	-20%	4
O=C(N/N=C/c1ccc(F)cc1)c1c(O)c2ccccc2[nH]c1=O	10µM*	2%	-19	i	15%	-47%[inhibitor]	0%	0%	-4
CCc1ccc(NC(=O)c2cc3c(=O)n(Cc4cccnc4)ccc3nc2C)cc1	2%	10%	x	-28%	x	7%	x	2%	-3
COCCC(=O)N1CCC(n2nccc2NC(=O)CCc2ccccc2)CC1	15%	18%	5	i	5%	-4%	6%	-16%	2
COc1ccc(CC(=O)OCC(=O)c2ccc(F)cc2)cc1	0%	12%	8	-22%	13%	u	-3%	1%	0
Cc1cc(C(=O)COC(=O)c2cc(Cl)ccc2N)c(C)n1Cc1ccco1	-6%	-10%	4	-29%	0%	2%	6%	-2%	4
CN(c1ccccc1)S(=O)(=O)c1ccc(C(=O)Nc2nnc(C3CC3)o2)cc1	4%	1%	3	-17%	6%	15%	-2%	6%	-1
Cc1c(C(=O)O)cnc2c([N+](=O)[O-])cnn12	4%	14%	-15	-21%	15%	11%	-1%	0%	-2
O=C1/C(=C/c2ccncc2)SC(=S)N1Cc1ccccc1	u	u	3	-29%	4%	8%	1%	-32%	3
CCCOc1ccc(C(=O)Nc2c[nH]c(=O)[nH]c2=O)cc1	1%	21%	9	i	-2%	16%	-5%	-2%[1.53 µM]	7
c1ccc(CNc2ncnc3nc[nH]c23)nc1	u	10%	0	-2%	4%&0%	0%	3%	-4%	2
COc1cc(OC)cc(C(=O)NC(C(=O)N2CCC2)C(C)C)c1 (stereo not given)	-2%	14%	-21	i	-4%	4%	4%	-5%	-11
COC(=O)c1sccc1NC(=O)CSCCc1ccccn1	-1%	1%	-12	-12%	7%	-8%	23%	-3%	8
COc1cccc(C2C(C#N)=C(N)Oc3cc(N)ccc32)c1OC (stereo not given)	8%	0%	1	-36%[inhibitor]	2%	4%	-8%	27%	3
COc1ccc(S(=O)(=O)N2CCCCC2c2cc(C(=O)Nc3ccc4c(c3)OCO4)no2)cc1 (stereo not given)	1%	u	-2	-20%	2%	21%	-5%	-2%	1
COc1ccc(CNC(=O)COC(=O)c2[nH]c(C)c(C(C)=O)c2C)cc1OC	29%	10%	26	i	-4%	-6%	-4%	-12%	-2
CC(NC(=O)c1ccccc1N)c1ccccc1 (stereo not given)	-3%	1%	6	-46%[inhibitor]	1%	u	-2%	9%	2
Clc1ccc2nc(N3CCNCC3)nc(-c3ccccc3)c2c1	18µM*	u	-4	i	-10%	-4%	-6%	212%[activator]	-8
CCOc1ccc(S(=O)(=O)NCCC(=O)Nc2nnc(C)s2)cc1	13%	26%	0	i	-1%	-6%	11%	-13%	7
Cc1nn(-c2ccccc2)c(C)c1/C=N/NC(=O)c1cccs1	21µM*	0%	-3	i	-15%	15%	11%	-11%	-8
CC(=O)OC(C)C[N+](C)(C)C (stereo not given)	-15%	u	10	-12%	-5%&-6%	14%	8%	8%	16&4
CCOC(=O)NC(=O)CSc1ccc(S(=O)(=O)N(C)C2CCCCC2)cn1	0%	4%	-6	i	1%	-17%	5%	2%	-2
COc1cccc(CN(C)CC2CCCN(CCc3ccccc3C)C2)c1 (stereo not given)	-22%	u	-15	i	6%	13%	-2%	-29%	-11
O=C(Cc1ccccc1)Nc1ccccc1Oc1ccccc1	-3%	u	7	-9%	5%	23%	1%	13%	-1
CCCc1nc2c(sc3nc4c(cc32)COC(C)(C)C4)c(=O)n1CCN(C)C	u	-7%	17	-19%	-2%	-9%	5%	-2%	3
O=C(CC1C(=O)NCCN1CCCc1ccccc1)NCCc1ccccc1F (stereo not given)	18%	-24%	-10	i	-2%	-27%	-2%	18%	2
CCc1nnc(NC(=O)C2(C)COC(c3ccccc3)OC2)s1 (stereo not given)	u	39%[activator]	-12	i	-1%	-8%[9.22 µM]	2%	4%	4
N#Cc1cc2[nH]c3ccccc3c2[n+](-c2ccc([N+](=O)[O-])cc2)c1N	-2%	-25%	6	i	2%	-8%	-1%	u	6
CC(=O)Nc1ccc(NC(=O)C(Cc2ccccc2)NC(=O)C2CCCCC2)cc1 (stereo not given)	-19%	1%	16	i	-3%	-11%	0%	-2%	0
COc1ccc(S(=O)(=O)N2CCCN(CC(=O)Nc3ccc(OC)cc3OC)CC2)cc1	-21%	9%	x	-6%	x	24%	x	-14%	10

Gathered by group: the entries above containing a halogen
SMILES	KB-V1 MDR tox	GLP-1R inv ag	DRD3 antagonist	PTHR1 agonist	aSyn rescue	TDP43 rescue	GLP1R ag	GLP1R cytotox	DRD3 agonist
Cn1c(=O)c2c(nc(CN3CCN(c4ccccc4)CC3)n2Cc2c(F)cccc2Cl)n(C)c1=O	u	0%	0	i	0%	8%	5%	-2%	29
CC(c1nnnn1C(C)(C)C)N(Cc1cccnc1)Cc1ccccc1Cl (stereo not given)	-32%	-20%	6	-11%[57.5 µM]	3%	3%	9%	-4%	1
CNc1cncc(-c2cccc(OC)c2F)n1	3%	14%	5	i	3%	28µM*	6%	3%	8
O=C(CSc1nc2ccccc2c(=O)n1NC(=O)Cc1ccccc1)NCc1ccccc1Cl	3%	0%	21	-18%	1%	11%	-6%	-20%	4
O=C(N/N=C/c1ccc(F)cc1)c1c(O)c2ccccc2[nH]c1=O	10µM*	2%	-19	i	15%	-47%[inhibitor]	0%	0%	-4
COc1ccc(CC(=O)OCC(=O)c2ccc(F)cc2)cc1	0%	12%	8	-22%	13%	u	-3%	1%	0
Cc1cc(C(=O)COC(=O)c2cc(Cl)ccc2N)c(C)n1Cc1ccco1	-6%	-10%	4	-29%	0%	2%	6%	-2%	4
Clc1ccc2nc(N3CCNCC3)nc(-c3ccccc3)c2c1	18µM*	u	-4	i	-10%	-4%	-6%	212%[activator]	-8
O=C(CC1C(=O)NCCN1CCCc1ccccc1)NCCc1ccccc1F (stereo not given)	18%	-24%	-10	i	-2%	-27%	-2%	18%	2

2 entries from above, field by field.
Cc1nn(-c2ccccc2)c(C)c1/C=N/NC(=O)c1cccs1
  KB-V1 MDR tox: 21µM* | GLP-1R inv ag: 0% | DRD3 antagonist: -3 | PTHR1 agonist: i | aSyn rescue: -15% | TDP43 rescue: 15% | GLP1R ag: 11% | GLP1R cytotox: -11% | DRD3 agonist: -8
CC(=O)OC(C)C[N+](C)(C)C (stereo not given)
  KB-V1 MDR tox: -15% | GLP-1R inv ag: u | DRD3 antagonist: 10 | PTHR1 agonist: -12% | aSyn rescue: -5%&-6% | TDP43 rescue: 14% | GLP1R ag: 8% | GLP1R cytotox: 8% | DRD3 agonist: 16&4

Source: PubChem
